Compound activity: PubChem BioAssay, several laboratories
GPR55 LPI antagonism – inhibition of LPI-stimulated GPR55 beta-arrestin translocation – imaging, U2OS, beta-arrestin-GFP, LPI agonist, primary screen (AID 2013) | one-dose inhibition, % at 10 µM; IC50 in µM for titrated hits | 0.13% of 290,000 active | U2OS GPR55 beta-arrestin-GFP translocation imaging, LPI antagonism; higher % means a stronger effect;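 active means spots per cell inhibited over 60%, with over 100 cells counted and total cytoplasm intensity under 500,000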;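 further: U2OS cells stably carrying GPR55 and arrestin-GFP stimulated by 5 µM LPI near EC80; imaged beta-arrestin-GFP aggregate spots per cell after agonist stimulation; plate controls were LPI-stimulated DMSO wells for no effect and DMSO wells without LPI for full effect; some results filed as inactive read as strong as hits; confirmed hits need IC50 under 10 µM and bright autofluorescent wells are also inconclusive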
GPR35 antagonists – inhibition of zaprinast-stimulated GPR35 beta-arrestin translocation – imaging, U2OS, beta-arrestin-GFP, zaprinast agonist, primary screen (AID 2058) | 0.052% of 290,000 active | U2OS GPR35 beta-arrestin-GFP translocation imaging, zaprinast antagonism; higher % means a stronger effect | one-dose inhibition, % at 10 µM; IC50 in µM for titrated hits;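 active means inhibition of at least 50% with at least 30 cells and total cytoplasm GFP at most 10,000,000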
NTR1 ag – agonists of NTR1, primary screen, imaging, U2OS cells, beta-arrestin-GFP, high content (AID 493036); P30989; NTR1-U2OS beta-arrestin-GFP spot imaging, agonist mode; activation, % at 20 µM; 0.17% of 330,000 active;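 active means activation at or above 40% of the spot to cytoplasm intensity ratio, with at least 20 cells analyzed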;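 further: 0% = DMSO without peptide and 100% = 100 nM NTR1 peptide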
Target sequence (P30989 whole entry, looked up): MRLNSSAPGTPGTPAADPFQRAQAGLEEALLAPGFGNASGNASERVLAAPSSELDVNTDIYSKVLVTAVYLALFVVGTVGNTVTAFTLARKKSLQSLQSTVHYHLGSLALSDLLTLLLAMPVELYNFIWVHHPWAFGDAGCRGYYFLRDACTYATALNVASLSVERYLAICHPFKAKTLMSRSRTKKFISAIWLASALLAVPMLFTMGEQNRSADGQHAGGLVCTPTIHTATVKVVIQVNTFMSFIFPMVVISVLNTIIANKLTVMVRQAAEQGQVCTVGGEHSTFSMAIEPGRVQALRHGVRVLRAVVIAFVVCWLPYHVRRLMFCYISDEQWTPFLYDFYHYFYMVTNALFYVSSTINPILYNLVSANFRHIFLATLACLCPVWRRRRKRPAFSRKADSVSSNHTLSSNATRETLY
Rac1 GTP hydrolysis – MgcRacGAP GTPase-activating activity inhibitors, confirmation, biochemical, ADP Hunter fluorescence. inhibition, % at 30 µM; hits with a dose series show IC50 in µM. MgcRacGAP-stimulated Rac1 GTP hydrolysis, ADP Hunter fluorescence; higher % means a stronger effect; GST-tagged Rac1 F28L mutant substrate. 0.6% of 340,000 active;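 active means first-screen hits whose inhibition reached a set limit at any dose in the follow-up dose series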;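 further: fluorescence reports GDP produced by GAP-driven GTP hydrolysis; strong numbers were not always called active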
KOR beta-arrestin-1 – kappa opioid receptor activators – cell-based, luminescence, uHTS, primary screen (AID 1777); KOR beta-arrestin recruitment, luminescence; higher % means a stronger effect; activation, % at 10 µM; hits with a dose series show EC50 in µM; 0.02% of 280,000 active; in the data active means activation above about 50%, passing the limit was not always enough; further: a part of the inactive calls stands beside numbers as strong as those of hits
UTI89 phage lysis – protection from phage-mediated lysis, alamar blue read-out – E. coli UTI89, K1F phage, bacterial capsule biogenesis inhibitors (AID 488966); inhibition, % at 100 µM; hits with a dose series show IC50 in µM; 0.02% of 340,000 active; E. coli UTI89 K1F phage lysis, alamar blue, 2 h; higher % means a stronger effect;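 active means phage lysis inhibition, versus mean bacterial control, above a set limit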;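 further: capsule biogenesis inhibitors block K1F phage lysis so surviving cells raise fluorescence; higher fluorescence means more inhibition of phage lysis; actives were called in the ten point dose series up to 300 µM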
KOR beta-arrestin-2 – kappa opioid receptor blockers – cell-based, luminescence, uHTS (AID 1778) | inhibition, % at 10 µM; hits with a dose series show IC50 in µM | 0.091% of 290,000 active | KOR beta-arrestin recruitment, luminescence, antagonist mode; higher % means a stronger effect; in the data active means inhibition above about 50%; further: strong numbers were not always called active
GPR55 activation – selective activators of receptor GPR55 – imaging, U2OS cells, beta-arrestin-GFP redistribution, primary screen (AID 1961) | 0.048% of 290,000 active | one-dose activation, % at 10 µM; EC50 in µM for titrated hits | U2OS GPR55 beta-arrestin-GFP redistribution imaging; higher % means a stronger effect;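 active means activation above 40% with more than 50 cells counted in the well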;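 further: U2OS osteosarcoma cells stably expressing GPR55 and beta-arrestin-GFP; plate controls were DMSO negative control for no effect and LPI positive control for full effect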
NOD1 inhibition – inhibition of NOD1-driven NF-kB reporter – cell-based, luminescence, uHTS, primary screen (AID 1578); NOD1-driven NF-kB luciferase reporter cells, luminescence; higher % means a stronger effect; inhibition, % at 4 µM, or EC50 in µM where a hit was titrated; 1% of 290,000 active; in the data active means inhibition mostly above about 36%, no sharp cut-off; inactive means mostly below about 34%;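 further: HEK-293T reporter cells stimulated with the NOD1 agonist gamma-tri-DAP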
NTR1 ag cell count 20 µM – also measured in NTR1 ag; calls as there; cell count; measured here: cell count, cytotoxicity flag
An asterisk follows results filed as active; . = no result given; & = joins results of further samples; [ ] = another dose, or the depositor's remark. Only part of the results is shown. The share of hits here may be higher or lower than overall.

Preview:
nr	structure	GPR35 antagonists	GPR55 activation	NTR1 ag cell count 20 µM	KOR beta-arrestin-1	NOD1 inhibition
1	COc1cc(/C=C2/NC(=O)N(Cc3ccccc3F)C2=O)cc(OC)c1OC	-2%	0.0%	40	-0.9%	-16%
2	CCOc1ccc(NC(=O)C2CCN(S(=O)(=O)c3cccnc3)CC2)cc1	-8%	-0.1%	32	-6.0%	-16%
3	CCN1CCN(c2oc(COc3ccc(Cl)cc3)nc2C#N)CC1	11%	0.2%	51	0.6%	-7%
4	O=C(Cn1ccc(C(F)(F)F)n1)N/N=C/c1ccc2c(c1)OCO2	3%	-0.2%	50	-0.4%	-41%
5	CCCCCn1c(SCC(=O)CC(=O)OCC)nc2cc(C(=O)N3CCC(C(N)=O)CC3)ccc2c1=O	-8%	1.4%	55	-2.8%	-13%

nr	UTI89 phage lysis	KOR beta-arrestin-2	GPR55 LPI antagonism	Rac1 GTP hydrolysis	NTR1 ag
1	-0.2%	42%	9%	7%	0.9
2	-0.5%	-15%	-10%	6%	0.3
3	0.3%	22%	-1%	11%	0.2
4	1.3%	4%	-2%	-7%	-0.1
5	4.4%	-9%	7%	6%	3.2

The listing (from the top)
nr	structure	GPR35 antagonists	GPR55 activation	NTR1 ag cell count 20 µM	KOR beta-arrestin-1	NOD1 inhibition
1	COc1cc(/C=C2/NC(=O)N(Cc3ccccc3F)C2=O)cc(OC)c1OC	-2%	0.0%	40	-0.9%	-16%
2	CCOc1ccc(NC(=O)C2CCN(S(=O)(=O)c3cccnc3)CC2)cc1	-8%	-0.1%	32	-6.0%	-16%
3	CCN1CCN(c2oc(COc3ccc(Cl)cc3)nc2C#N)CC1	11%	0.2%	51	0.6%	-7%
4	O=C(Cn1ccc(C(F)(F)F)n1)N/N=C/c1ccc2c(c1)OCO2	3%	-0.2%	50	-0.4%	-41%
5	CCCCCn1c(SCC(=O)CC(=O)OCC)nc2cc(C(=O)N3CCC(C(N)=O)CC3)ccc2c1=O	-8%	1.4%	55	-2.8%	-13%
6	CCCNC(=O)c1oc2ccc3c(c2c1C)C(O)CC(C)(C)O3 (stereo not given)	-6%	0.0%	105	3.6%	-6%
7	CN=CC1=C(O)c2ccccc2C1=O	6%	-0.1%	44	0.9%	16%
8	CCN(CC)CCCNC(=O)C1CCC(CNS(=O)(=O)c2ccc(Cl)cc2)CC1 (stereo not given)	10%	-0.1%	42	-2.8%	-2%
9	O=c1c2c3c(sc2nc2n1CCCCC2)CCCC3	-2%	-0.3%	82	0.7%	-36%
10	CC(C)n1cc(/C=N\NC(=O)c2cc3c(ccc4ccccc43)o2)c2ccccc21	6%	-0.1%	.	1.8%	-20%
11	CSc1nnc(C)c(=O)n1COC(=O)COc1ccccc1	-16%	-0.4%	42	16%	-11%
12	O=C(Cn1nnc(-c2ccccc2F)n1)Nc1ccc(S(=O)(=O)NC2CCCC2)cc1	13%	1.0%	51	71%	6%

nr	UTI89 phage lysis	KOR beta-arrestin-2	GPR55 LPI antagonism	Rac1 GTP hydrolysis	NTR1 ag
1	-0.2%	42%	9%	7%	0.9
2	-0.5%	-15%	-10%	6%	0.3
3	0.3%	22%	-1%	11%	0.2
4	1.3%	4%	-2%	-7%	-0.1
5	4.4%	-9%	7%	6%	3.2
6	-1.7%[50 µM]	-44%	-7%	-12%	-0.7
7	-0.6%	-10%	17%	9%	-0.4
8	0.0%	29%	5%	.	1.5
9	1.9%	3%	-1%	8%	2.5
10	0.4%	-13%	12%	-2%	.
11	0.1%	-12%	5%	6%	-0.1
12	0.2%	-12%	4%	-1%	-1.4

Next part.
nr	structure	GPR35 antagonists	GPR55 activation	NTR1 ag cell count 20 µM	KOR beta-arrestin-1	NOD1 inhibition
13	Cc1ccc(C)c(S(=O)(=O)N2CCN(CC(=O)N3CCc4ccccc4C3)CC2)c1	-10%	-0.1%	66	-6.2%	25%
14	CCOc1ccc(-c2c(C(=O)N/N=C/c3ccccc3)nnn2-c2nonc2N)cc1	2%	1.4%	39	-2.0%	-4%
15	O=S(=O)(Cc1ccccc1)N=Nc1c(O)[nH]c2ccc(Br)cc12	11%	-0.3%	54	.	-3%
16	CCCCOc1ccc(C(=O)N2CC(C)OC(C)C2)cc1 (stereo not given)	7%	0.2%	70	-3.1%	29%
17	CC(C)Sc1nc2ncnc(N)c2[nH]1	-4%	-0.3%	40	-2.0%	-14%
18	CSc1ccccc1NC(=O)CSc1nnc(CNC(=O)c2ccccc2F)n1C	16%	0.2%	47	2.9%	-16%
19	CCOc1cc(/C=C/c2cc(C(=O)O)c3ccccc3n2)ccc1OC	5%	0.1%	87	6.3%	-38%
20	Cc1cccc(C(=O)NNC(=O)CCCCC(=O)NNC(=O)c2cccc(C)c2)c1	-9%	0.0%	41	2.8%	-11%
21	CCOc1ccc(OCC)c(NC(=O)C2CCCN(S(=O)(=O)c3ccc(C)cc3)C2)c1 (stereo not given)	-17%	-0.2%	62	6.6%	5%
22	O=C(CC1SC2=NCCN2C1=O)Nc1ccc(Br)cc1 (stereo not given)	-14%	-0.1%	67	-5.9%	-34%
23	C#CCN(CC=C)C(=O)c1cccc(OC2CCN(S(C)(=O)=O)CC2)c1	0%	0.3%	54	-0.3%	6%
24	O=C(Nc1ccccc1)c1cccc2c(Br)cccc12	9%	0.0%	53	2.7%	-6%

nr	UTI89 phage lysis	KOR beta-arrestin-2	GPR55 LPI antagonism	Rac1 GTP hydrolysis	NTR1 ag
13	0.1%	18%	7%	93µM*	-1.8
14	-0.7%	-18%	3%	1%	0.2
15	-1.1%[50 µM]	-27%	6%	5%	1.1
16	6.1%	-31%	6%	7%	0.8
17	-1.8%	4%	2%	1%	2.6
18	0.0%	-15%	-1%	7%	-0.1
19	-0.1%[50 µM]	-26%	-15%	4%	-0.9
20	0.2%	-10%	-9%	4%	0.0
21	0.2%	-21%	9%	4%	2.3
22	-0.1%	28%	2%	4%	-0.6
23	1.5%	-22%	-13%	8%	0.4
24	0.2%	-17%	-3%	7%	5.1

Next entries
nr	structure	GPR35 antagonists	GPR55 activation	NTR1 ag cell count 20 µM	KOR beta-arrestin-1	NOD1 inhibition
25	COc1ccc(C2C(C(=O)N3CCN(c4ccccc4F)CC3)c3ccccc3C(=O)N2C)cc1 (stereo not given)	3%	2.3%	88	0.3%	.
26	CCOC(=O)c1c(C)[nH]c(C)c1S(=O)(=O)N(C)CC(=O)N1CCN(c2ccc(OC)cc2)CC1	3%	0.3%	54	-0.8%	-4%
27	COC(=O)COc1c(Cl)cc(C(c2c(C)[nH][nH]c2=O)c2c(C)[nH][nH]c2=O)cc1OC	6%	1.0%	89	-3.7%	-2%
28	CCOC(=O)C1(CC2CCCCO2)CCN(C(=O)Nc2cccc(SC)c2)CC1 (stereo not given)	-6%	0.3%	42	2.4%	-1%
29	O=S(=O)(c1ccc2c(c1)OCCO2)N1CCC(c2nc3ccccc3s2)CC1	16%	0.3%	90	60%	-39%
30	CC1S/C(=N/N=C2CCCCC2)NC1=O (stereo not given)	6%	-0.2%	42	-6.7%	-13%
31	C/C(Cl)=C/Cc1c(C)[nH]c2c(ccc3ccccc32)c1=O	-10%	0.3%	57	5.3%	-45%
32	CCOC(=O)CNc1ccc(C(=O)OCC)cc1[N+](=O)[O-]	-3%	-0.4%	72	-1.2%	-19%
33	CCN1CC(CNC(=O)c2ccc3nc(Cc4cccc(Cl)c4)oc3c2)CC1=O (stereo not given)	-4%	-0.3%	49	-5.0%	-16%
34	O=C(N/N=C/c1coc2ccccc2c1=O)c1ccc(Cl)cc1	14%	-0.2%	67	6.7%	10%
35	Cc1cc(=O)[nH]c(-n2[nH]c3c(c2=O)CCCC3)n1	4%	-0.1%	81	12%	21%
36	Cc1ccc(CNC(=O)CCCn2c(=O)[nH]c3ccccc3c2=O)cc1	12%	-0.1%	96	0.7%	-18%

nr	UTI89 phage lysis	KOR beta-arrestin-2	GPR55 LPI antagonism	Rac1 GTP hydrolysis	NTR1 ag
25	0.2%	21%	14%	2%	3.6
26	0.4%	0%	-9%	20%	0.9
27	1.5%[50 µM]	4%	3%	7%	3.8
28	-0.6%	-16%	9%	6%	0.4
29	-2.5%	21%	11%	3%	6.8
30	-0.3%	19%	6%	1%	1.9
31	0.4%	-47%[20 µM]	7%	8%	1.1
32	1.3%[50 µM]	-13%	-16%	8%	-0.8
33	0.4%	-28%	87%	6%	1.5
34	0.0%	-6%	6%	12%	0.9
35	0.2%	-7%	3%	6%	0.7
36	0.3%	-15%	7%	8%	0.7

(continued)
nr	structure	GPR35 antagonists	GPR55 activation	NTR1 ag cell count 20 µM	KOR beta-arrestin-1	NOD1 inhibition
37	c1cnc2c(c1)ccc1cccnc12	-1%&-8%	-0.7%&-0.2%	51&58	-4.1%&-2.0%	-46%&-51%
38	CCOC(=O)c1c(-c2ccc(C)o2)csc1NC(=S)NC(=O)c1ccc(F)cc1	-6%	0.8%	50	-0.3%	37%
39	O=[N+]([O-])c1cccc(N(CC(O)CN2CCCC2)S(=O)(=O)c2ccccc2)c1 (stereo not given)	-18%	-0.1%	76	3.2%	-28%
40	CN1C(=O)CC(N2CCN(CC(=O)N3CCCC3)CC2)C1=O (stereo not given)	-8%	0.0%	36	5.2%	0%

nr	UTI89 phage lysis	KOR beta-arrestin-2	GPR55 LPI antagonism	Rac1 GTP hydrolysis	NTR1 ag
37	2.2%&-7.7%	19%&-30%	14%&-7%	6%&-3%	1.7&-1.6
38	1.4%	4%	11%	7%	22
39	0.0%	-19%	1%	6%	-0.3
40	1.2%	36%	1%	11%	3.1

Compound profiles, from the list above.
CCOc1ccc(OCC)c(NC(=O)C2CCCN(S(=O)(=O)c3ccc(C)cc3)C2)c1 (stereo not given) is listed with GPR35 antagonists = -17%; GPR55 activation = -0.2%; NTR1 ag cell count 20 µM = 62; KOR beta-arrestin-1 = 6.6%; NOD1 inhibition = 5%; UTI89 phage lysis = 0.2%; KOR beta-arrestin-2 = -21%; GPR55 LPI antagonism = 9%; Rac1 GTP hydrolysis = 4%; NTR1 ag = 2.3
CCCCCn1c(SCC(=O)CC(=O)OCC)nc2cc(C(=O)N3CCC(C(N)=O)CC3)ccc2c1=O is listed with GPR35 antagonists = -8%; GPR55 activation = 1.4%; NTR1 ag cell count 20 µM = 55; KOR beta-arrestin-1 = -2.8%; NOD1 inhibition = -13%; UTI89 phage lysis = 4.4%; KOR beta-arrestin-2 = -9%; GPR55 LPI antagonism = 7%; Rac1 GTP hydrolysis = 6%; NTR1 ag = 3.2
